Shiga toxin inh: Shiga toxin inhibition | Vero cells, Shiga toxin protein synthesis inhibition reporter | inhibition, % at 38.7 µM | 9.2% of 290,000 active | AID 2315; in the data active = inhibition mostly above about 28%, no sharp cut-off; inactive = mostly below about 43%; also: 0% is about no effect
AMA1 RON2 block: AMA1-RON2 (P. falciparum) interaction inhibition | 0.2% of 360,000 active | AlphaScreen AMA1-biotinylated RON2 peptide binding | AID 720542 | Potency, µM (series often up to 58.2 µM), inactives show at the top dose activity change, negative = inhibition, hits mostly inhibitors;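 also: potency is read from the fitted curve at half-maximal effect; 0% = vehicle wells and -100% = peptide control; nearly all actives have a fitted effect of over 45% in size; some results filed as inactive show a strong effect at the top dose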
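AMA1 (3D7) with his tag at 25 nM final met compounds first, then biotinylated RON2 peptide at 25 nM; detection used donor plus acceptor beads, 10 µg/mL apiece, read by AlphaScreen after 30 min at room temperature.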
TbPYK inhibitor: T. brucei pyruvate kinase inhibition | Q57TT1 | TbPYK enzyme, Kinase-Glo Plus ATP luminescence, 45 min | Potency, µM (top dose mostly 76.8 µM), without a hit: at the highest dose activity, negative = inhibition, hits mostly inhibitors | 0.12% of 410,000 active | AID 624173; also: potency is read from the fitted curve at half-maximal effect; % is scaled to controls: 0 for no effect and ±100 for the full control effect; nearly all actives have a fitted effect of over 50% in size
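In this concentration-response screen, enzyme-free wells defined baseline while DMSO plates tracked drift. Each reaction combined TbPYK, substrate, compound and 130 uM ADP for 45 min at room temperature. Kinase-Glo Plus luminescence gave the signal.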
Pf growth 48h: inhibits P. falciparum growth in the first generation, 48 h. P. falciparum luciferase growth in erythrocytes, 48 h. Potency, µM (series often up to 28.7 µM), without a hit: at the top dose activity change, negative = inhibition, actives largely listed as inhibitors. 5.9% of 310,000 active; also: potency is read from the fitted curve at half-maximal effect; % is scaled to controls: 0 for no effect and ±100 for the full control effect
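Luciferase-expressing P. falciparum in infected erythrocytes (2% hematocrit, 0.1% parasitemia final) in RPMI 1640/0.5% Albumax were exposed to compound for 48 hours at 37 C, 5% CO2; growth read as luminescence.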
LmPK inh: blocks Leishmania mexicana pyruvate kinase activity. Potency, µM (series often up to 57.5 µM), for inactives: at the highest dose activity change, negative = inhibition, usual class: inhibitors. purified LmPK, Kinase-Glo ATP luminescence, 1 h. AID 1721. Q27686. 0.37% of 290,000 active; also: potency is read from the fitted curve at half-maximal effect; % is scaled to controls: 0 for no effect and ±100 for the full control effect
Target sequence (Q27686 whole entry, looked up): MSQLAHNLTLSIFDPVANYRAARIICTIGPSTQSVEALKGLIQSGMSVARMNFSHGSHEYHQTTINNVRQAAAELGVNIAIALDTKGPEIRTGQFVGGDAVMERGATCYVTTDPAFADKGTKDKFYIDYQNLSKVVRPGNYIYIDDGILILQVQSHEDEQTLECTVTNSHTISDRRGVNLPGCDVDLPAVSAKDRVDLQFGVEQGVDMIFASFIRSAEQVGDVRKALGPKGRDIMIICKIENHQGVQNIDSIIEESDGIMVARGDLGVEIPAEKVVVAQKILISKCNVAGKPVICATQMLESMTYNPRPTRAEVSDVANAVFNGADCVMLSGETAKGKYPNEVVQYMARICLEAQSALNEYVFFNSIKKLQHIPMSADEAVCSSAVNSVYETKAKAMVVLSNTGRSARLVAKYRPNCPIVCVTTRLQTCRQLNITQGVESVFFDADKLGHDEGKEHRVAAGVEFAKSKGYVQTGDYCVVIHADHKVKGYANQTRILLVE
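Screened at intermediate enzyme activity to detect both inhibitors and activators: LmPK at 0.1 nM, with a 0.5 nM enzyme column as activation reference. PEP 0.5 mM, ADP 0.1 mM; ATP detected by luminescence after 1 h.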
Pf growth 96h: P. falciparum growth inhibition at 96 hours | P. falciparum luciferase reporter growth, 96 h | Potency, µM (doses to about 28.7 µM), inactives show at the top dose activity change, negative = inhibition, hits mostly inhibitors | 6.9% of 320,000 active | AID 504834; also: potency is read from the fitted curve at half-maximal effect; % is scaled to controls: 0 for no effect and ±100 for the full control effect
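96 h incubation, 37 C, 5% CO2, of luciferase-reporter P. falciparum-infected RBCs (2% hematocrit, 0.05% parasitemia final) with test compounds; endpoint luminescence.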
Cycloheximide cs: affects cycloheximide protein synthesis inhibition readout, counter-screen; 12% of 300,000 active; max response, %; cell reporter, cycloheximide protein synthesis inhibition counterscreen; in the data active = max response mostly above about 13%, no sharp cut-off; inactive = mostly below about 14%; also: read at 38.3 µM for the half of the compounds with a filed dose; 0% is about no effect
* hit, by the source's call; ? = inconclusive; / = no result given; & = joins results of further samples; [ ] = dose if it differs, or a comment. Unless noted, calls follow the shape of the dose curve; as a rule, active = well fitted curve in the direction sought with a large enough effect; inconclusive = small, poorly fitted or top-dose-only effect, or another doubt; inactive = no such curve, though single readings can be large; an effect the other way counts as inactive or inconclusive.

No.	SMILES	Shiga toxin inh	AMA1 RON2 block	TbPYK inhibitor	Pf growth 48h
1	O=C1CCCCN1CC(=O)N1CCCC(Nc2ccc(F)c(F)c2)C1 (centres undefined)	-7.4	5.8%	?	8.9%
2	S=C(Nc1ccc(Cl)cc1)N1CCCCC1	28.4	-0.3%	-0.2%	28.5%
3	C/C=C\C(=O)Nc1cccc(C2=NOC3(C2)C[C@H](C(N)=O)N(C(=O)/C=C/CC)C3)c1 (some centres undefined)	-8.4	1.1%	-3.3%	39.8%[activator]
4	Cc1c(C(c2ccccc2O)c2c(C)n(C)n(-c3ccccc3)c2=O)c(=O)n(-c2ccccc2)n1C	14.5	0.0%	6.6%	?
5	O=C(CN(Cc1ccc(Cl)cc1)S(=O)(=O)c1ccccc1)NCC1CCCO1 (centres undefined)	-6.5	-5.7%	-1.0%	?
6	CC(C)C[C@H](NC(=O)N1CCn2c1nc1ccccc12)C(=O)N[C@@H](C(=O)O)c1ccccc1	0.8	99.4%[activator]	0.3%	35.9%
7	Cc1cc(S(=O)(=O)Nc2cccc(C(=O)O)c2)c(C)c(S(=O)(=O)c2ccc(Cl)cc2)c1	-7.9	-10.6%	-4.5%	-1.9%
8	CC1CCCCN1C(=O)COc1ccc(F)cc1 (centres undefined)	25.7	-1.1%	0.0%	18.2%
9	CNc1ncc(C(=O)c2ccccc2)s1	69.7*	-2.4%	3.3%	106.9%[activator]
10	Cc1cc(OCC(=O)NCc2cccnc2)ccc1[N+](=O)[O-]	-6.8	-10.2%	-1.4%	-0.2%
11	Cc1ccc(-c2nnc(SCc3ccccc3F)o2)cc1	63.3*	91.6%[activator]	-2.2%	123.0%[activator]
12	C=CCN1C(=O)c2ccc(C(=O)N3CCN(S(=O)(=O)c4ccc(C(C)C)cc4)CC3)cc2C1=O	/	9.7%	4.9%	17.0%
13	O=C(c1cc(COc2ccc(F)cc2F)on1)N1CCN(C2CCCC2)C(=O)C1	25.7	1.2%	-9.8%	8.28µM*
14	COc1ccc(-n2c(=O)c3ccccc3n(Cc3cccc(C)c3)c2=O)cc1OC	18.9	-7.4%	-2.5%	-2.6%
15	O=C(Nc1cccnc1)c1c(F)cccc1F	1.4	-5.2%	1.3%	19.9%

No.	LmPK inh	Pf growth 96h	Cycloheximide cs
1	-7.7%	?	-4.2
2	-1.3%	22.0%	13.0*
3	7.0%	40.9%[activator]	-3.3
4	-0.2%	76.6%[activator]	-2.5
5	8.2%	33.3%[activator]	1.2
6	-2.4%	8.4%	-2.6
7	3.3%	?	-3.7
8	2.1%	?	11.0
9	-7.4%	284.1%[activator]	40.7*
10	2.9%	0.6%	10.5
11	-6.3%	131.4%[activator]	44.0*
12	/	7.2%	/
13	1.2%	-12.0%	0.9
14	0.1%	-23.9%	-6.7
15	1.7%	/	6.8

New compounds follow.
No.	SMILES	Shiga toxin inh	AMA1 RON2 block	TbPYK inhibitor	Pf growth 48h
16	C/C(CC(=O)Nc1cccc(Cl)c1Cl)=N\NC(=O)C(=O)N1CCCC1	21.3	67.9%[activator]	0.0%	35.2%[activator]
17	COc1ccc(-n2cnnc2SC(C)c2nc3sc(C)c(C)c3c(=O)[nH]2)cc1 (centres undefined)	-10.7	/	/	?
18	COc1ccc(C(NC(N)=O)c2ccccc2)cc1 (centres undefined)	-7.7	-3.8%	-0.3%	19.1%
19	O=C(O)CC(NCc1ccco1)C(=O)OCC1CCCO1 (centres undefined)	18.8	25.6%	-1.9%	?
20	CCOc1ccccc1CNC(=O)c1cn(C)c(=O)c2c1c1ccccc1n2C	-1.9	-8.9%	3.5%	12.9%
21	COC(=O)c1ccc(SCc2cnc(Cl)s2)cc1	130.1*	13.4%	-0.5%	29.6%
22	Cc1cccc(N2C(=O)CN(Cc3ccccc3)C2=S)c1	22.5	36.3%[activator]	2.5%	/
23	COc1ccc(CNC(=O)C2CCC(=O)N(CCCN3CCCC3=O)C2)c(OC)c1 (centres undefined)	-6.0	-6.2%	5.1%	5.2%
24	COc1ccc(N(CC(=O)NC2CCS(=O)(=O)C2)S(=O)(=O)c2ccc(Cl)c(Cl)c2)cc1 (centres undefined)	/	-6.5%	-14.2%	27.0%
25	COc1ccc(NC(=O)CCN2CCN(S(=O)(=O)c3ccc(F)cc3)CC2)cc1	-10.1	-3.7%	-2.6%	-4.3%
26	Cc1c(CCC(=O)NCC(=O)O)c(=O)oc2cc3occ(-c4ccccc4)c3cc12	-5.7	-7.0%	1.3%	36.2%[activator]
27	O=C(COc1ccccc1Cl)Nc1ccc(C(=O)c2ccc(C(=O)O)cc2)cc1	30.3	8.6%	5.8%	-29.9%
28	O=C(Cc1ccccc1Cl)Nc1cccc(S(=O)(=O)N2CCOCC2)c1	-6.6	7.3%	-3.4%	7.1%
29	CCn1cnc2cc(NCc3ccc(N(C)C)cc3)ccc21	153.6*	?	-11.9%&0.2%	95.7%[activator]
30	Cc1ccc(C(=O)Nc2cccc([N+](=O)[O-])c2)cc1S(=O)(=O)Nc1ccc(C(=O)O)cc1	19.6	-11.5%	4.5%	9.9%

No.	LmPK inh	Pf growth 96h	Cycloheximide cs
16	0.0%	19.0%	8.0
17	9.2%	/	-2.1
18	-0.4%	80.6%[activator]	9.5
19	9.3%	?	7.5
20	5.0%	228.0%[activator]	-7.6
21	3.9%	6.6%	30.0*
22	-1.0%	0.0%	-2.1
23	-10.5%	-20.7%	-0.7
24	/	0.4%	/
25	1.3%	11.2%	-4.0
26	-1.1%	25.3%	1.8
27	3.6%	-2.7%	-1.0
28	2.5%	?	-0.4
29	-1.8%	4.9%	52.3*
30	3.1%	?	-5.8

Individual results from the list.
Under TbPYK inhibitor, #7 reads -4.5%
Under AMA1 RON2 block, #19 reads 25.6%

(next part)
No.	SMILES	Shiga toxin inh	AMA1 RON2 block	TbPYK inhibitor	Pf growth 48h
31	Cc1ccc(NC(=O)CSCc2nc3c(nnn3Cc3ccc(F)cc3)c(=O)[nH]2)c(C)c1	-5.5	-3.5%	-10.0%	-5.6%
32	O=C(CCS(=O)(=O)c1cccc2nonc12)NCc1ccc(Cl)cc1	9.6	4.1%	1.9%	-6.9%
33	N#Cc1cccc(C#N)c1NCC1CCCO1 (centres undefined)	-8.1	-7.4%	-1.7%	1.7%[0.00184 µM]
34	CC(=O)Nc1ccc(S(=O)(=O)NC2=NCN(c3ccc([N+](=O)[O-])cc3)CN2)cc1	-13.2	0.0%	1.5%	0.3%
35	COc1ccc(/C=C2\C(=O)ON=C2c2ccccc2)cc1OC	44.9	0.0%	?	100.1%[activator]
36	Cc1ccnc(SCC(=O)Nc2cc(C)on2)n1	-25.7	5.5%	-11.9%	16.2%
37	O=C(COC(=O)CCc1ccc(S(=O)(=O)N2CCOCC2)cc1)Nc1cccc(Cl)c1	-3.2	0.7%	2.5%	24.0%
38	Cc1cc([N+](=O)[O-])cc2c1NC(c1ccccn1)C1CC=CC21 (centres undefined)	-17.8	-6.5%	-26.0%	-10.9%
39	CCOC(=O)c1c(NC(=O)CSc2nnc(-c3cccnc3)n2Cc2ccco2)sc(C)c1C	4.8	46.0%[activator]	8.8%	?
40	COc1cccc(/C=N/NC(=O)CSc2nnc(C)n2-c2ccccc2)c1O	13.9	40.0%[activator]	-2.5%	45.3%[activator]
41	O=[N+]([O-])c1ccccc1CN1CCN(Cc2ccccn2)CC1	-9.5	2.7%	7.4%	-12.7%
42	Cc1ccc(CNC(=O)CO/N=C/c2ccc3c(c2)OCO3)cc1	-4.6	-5.0%	2.4%	-7.8%
43	CCOc1ccccc1CNC(=O)CN1C(=O)CSc2ccc(S(=O)(=O)N3CCOCC3)cc21	-3.3	-12.1%	2.1%&-6.5%	-23.6%
44	O=C(CN1C(=O)NC2(CCc3ccccc3C2)C1=O)Nc1ccc(Cl)cc1F (centres undefined)	-8.8	5.9%	1.3%	17.4%
45	CCOC(=O)Nc1sc(C(=O)N(C)C)c(C)c1C(=O)OCC	-12.9	-8.6%	-11.6%	-10.5%

No.	LmPK inh	Pf growth 96h	Cycloheximide cs
31	-7.1%	176.3%[activator]	0.7
32	7.2%	-2.3%	4.0
33	0.6%	30.8%[activator]	0.3
34	-13.0%	65.5%[activator]	-3.0
35	1.8%	416.8%[activator]	-2.9
36	-4.8%	-13.4%	-3.0
37	0.0%	1.0%	-1.5
38	4.7%	0.0%	-2.1
39	-1.2%	?	-2.3
40	-4.3%	32.8%[activator]	-1.1
41	-6.9%	?	-1.6
42	1.7%	23.0%	-2.2
43	1.9%	?	-1.1
44	1.2%	16.7%	-2.1
45	0.9%	206.7%[activator]	-1.7

In the list so far, these have a nitro group on carbon.
No.	SMILES	Shiga toxin inh	AMA1 RON2 block	TbPYK inhibitor	Pf growth 48h
10	Cc1cc(OCC(=O)NCc2cccnc2)ccc1[N+](=O)[O-]	-6.8	-10.2%	-1.4%	-0.2%
30	Cc1ccc(C(=O)Nc2cccc([N+](=O)[O-])c2)cc1S(=O)(=O)Nc1ccc(C(=O)O)cc1	19.6	-11.5%	4.5%	9.9%
34	CC(=O)Nc1ccc(S(=O)(=O)NC2=NCN(c3ccc([N+](=O)[O-])cc3)CN2)cc1	-13.2	0.0%	1.5%	0.3%
38	Cc1cc([N+](=O)[O-])cc2c1NC(c1ccccn1)C1CC=CC21 (centres undefined)	-17.8	-6.5%	-26.0%	-10.9%
41	O=[N+]([O-])c1ccccc1CN1CCN(Cc2ccccn2)CC1	-9.5	2.7%	7.4%	-12.7%

No.	LmPK inh	Pf growth 96h	Cycloheximide cs
10	2.9%	0.6%	10.5
30	3.1%	?	-5.8
34	-13.0%	65.5%[activator]	-3.0
38	4.7%	0.0%	-2.1
41	-6.9%	?	-1.6

(list continues)
No.	SMILES	Shiga toxin inh	AMA1 RON2 block	TbPYK inhibitor	Pf growth 48h
46	Cc1csc(-c2cccnc2)n1	11.8	10.6%	-15.5%	-3.4%
47	CCN(CC)CCn1c(NS(=O)(=O)c2ccc(Cl)cc2)nc2ccccc21	-0.7	-7.1%	-1.8%	/
48	COc1ccc(C(C)=O)cc1COc1ccc(F)cc1	-2.9	2.9%	-1.9%	-28.9%
49	CNC(=O)COc1ccc(Nc2nnc(C)c3ccccc23)cc1	3.6	2.2%	-8.6%	39.8%[activator]
50	CC(C)CCNC(=O)c1csc2c1CCCCC2	55.1*	28.9%	-1.7%	22.6%
51	CC(C)Cn1c(N)c(C(=O)COC(=O)c2nccnc2N)c(=O)n(C)c1=O	/	14.2%	-2.0%	?
52	CC(=O)N1CCN(CCN2C(C)=CC(=C(C#N)C#N)C=C2C)CC1	-22.3	0.0%	0.0%	-11.0%

No.	LmPK inh	Pf growth 96h	Cycloheximide cs
46	-3.0%	11.3%	-2.4
47	-0.3%	?	-2.9
48	-1.6%	-5.2%	-2.3
49	2.4%	9.4%	-3.3
50	-0.5%	-11.7%	46.9*
51	/	-21.5%	/
52	-2.1%	?	-3.3

Compounds as they come, and some 21% of all compounds hit somewhere here.
